Assay outcomes as filed in PubChem.
RBX1-CUL1 inh = blocks human RBX1-Cullin-1 di-ubiquitin formation. P62877+Q13616. in vitro K48 di-Ub FRET, acceptor:donor ratio, 45 min. inhibition, % at 10 µM. hit rate 0.6% among 140,000; in the data active means inhibition above about 25%
Target sequence (P62877 whole entry, looked up): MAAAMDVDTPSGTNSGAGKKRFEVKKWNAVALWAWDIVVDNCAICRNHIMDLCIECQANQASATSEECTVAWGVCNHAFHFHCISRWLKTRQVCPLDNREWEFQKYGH
Target sequence (Q13616 whole entry, looked up): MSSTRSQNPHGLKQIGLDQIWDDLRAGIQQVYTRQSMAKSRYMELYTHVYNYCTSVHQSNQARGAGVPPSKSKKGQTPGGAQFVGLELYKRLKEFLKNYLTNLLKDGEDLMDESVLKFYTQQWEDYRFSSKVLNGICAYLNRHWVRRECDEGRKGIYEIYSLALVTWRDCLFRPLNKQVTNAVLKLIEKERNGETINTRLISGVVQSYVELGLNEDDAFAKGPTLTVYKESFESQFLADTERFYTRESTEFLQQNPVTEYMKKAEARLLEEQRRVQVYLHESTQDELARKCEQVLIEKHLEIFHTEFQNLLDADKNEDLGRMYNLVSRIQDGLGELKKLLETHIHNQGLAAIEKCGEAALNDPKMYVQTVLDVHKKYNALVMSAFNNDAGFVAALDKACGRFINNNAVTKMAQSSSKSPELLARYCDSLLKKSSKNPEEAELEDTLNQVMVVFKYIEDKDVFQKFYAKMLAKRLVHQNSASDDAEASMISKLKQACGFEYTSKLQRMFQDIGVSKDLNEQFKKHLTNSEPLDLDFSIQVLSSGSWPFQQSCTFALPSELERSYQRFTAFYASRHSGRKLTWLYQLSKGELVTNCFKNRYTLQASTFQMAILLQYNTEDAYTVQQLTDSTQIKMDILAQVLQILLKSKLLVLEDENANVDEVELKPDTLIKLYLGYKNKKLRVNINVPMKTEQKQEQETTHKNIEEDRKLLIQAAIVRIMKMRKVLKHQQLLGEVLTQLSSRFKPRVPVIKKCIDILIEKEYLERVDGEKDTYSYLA
Starred values were filed as active, the others as inactive.

RBX1-CUL1 inh | smiles
-3 | COc1ccc(CC2=NOC(CNC(=O)c3ccccc3-n3cccn3)C2)cc1 (stereo not drawn)
-2 | CC(=O)N1C(NC2CCCCC2)CCN1c1ccccc1 (stereo not drawn)
3 | CCN(CC)C(=O)C1CCCN(C2CCN(c3ccc(NC(=O)Cc4cccc(F)c4)cc3)CC2)C1 (stereo not drawn)
0 | C=CCn1c(C)c(/C=C2\SC(=Nc3ccc(Cl)cc3C)NC2=O)c2ccccc21
-13 | CC(C)(C)C1(O)CC(C(F)(F)F)=NN1C(=O)Cc1ccccc1 (stereo not drawn)
2 | Cc1cccc2nc(CSc3nc4ccccc4[nH]3)c(Br)n12
-1 | COc1cc(OC)cc(-c2nc3cc(Cl)ccc3o2)c1
3 | CC1CCN(S(=O)(=O)c2ccc3c(c2)N(CC(=O)NCCc2ccccc2)C(=O)CO3)CC1

Arranged by SMILES length (descending): 6 of the compounds above
RBX1-CUL1 inh | smiles
3 | CCN(CC)C(=O)C1CCCN(C2CCN(c3ccc(NC(=O)Cc4cccc(F)c4)cc3)CC2)C1 (stereo not drawn)
0 | C=CCn1c(C)c(/C=C2\SC(=Nc3ccc(Cl)cc3C)NC2=O)c2ccccc21
-3 | COc1ccc(CC2=NOC(CNC(=O)c3ccccc3-n3cccn3)C2)cc1 (stereo not drawn)
-13 | CC(C)(C)C1(O)CC(C(F)(F)F)=NN1C(=O)Cc1ccccc1 (stereo not drawn)
2 | Cc1cccc2nc(CSc3nc4ccccc4[nH]3)c(Br)n12
-2 | CC(=O)N1C(NC2CCCCC2)CCN1c1ccccc1 (stereo not drawn)

Further records follow:
RBX1-CUL1 inh | smiles
-7 | CN1CCC(N2CCCC(C(=O)NCCC3=CCCCC3)C2)CC1 (stereo not drawn)
6 | Cc1cccc(S(=O)(=O)c2cn(Cc3ccc(F)cc3)c3cc(N4CCOCC4)c(F)cc3c2=O)c1
2 | CC(C)S(=O)(=O)c1ncc(CN2CCCC2)n1Cc1ccccc1F
-7 | COc1ccc(NC(=O)Nc2cccc(-c3noc(C)n3)c2)cc1
-15 | CCCCOc1ccccc1C1CC(=O)Nc2ccc3ccccc3c21 (stereo not drawn)
-3 | O=C(Nc1ccc(F)cc1)c1csc2c1CCCCC2
-2 | COc1cc(CNC(C)c2ccccc2)cc(Br)c1OCC(=O)NC(C)(C)C (stereo not drawn)
4 | O=C1N=C(c2ccc(Br)cc2)C(c2ccccc2)C1=O (stereo not drawn)
3 | C#CCCCc1cccc2[nH]c(C)nc12
-3 | Cc1cc(Br)ccc1NC(=O)C1CCN(S(=O)(=O)c2ccc(Br)s2)CC1
10 | CCS(=O)(=O)N1CCCC(C(=O)Nc2ccc(Br)cc2F)C1 (stereo not drawn)
-1 | Cc1ccc(C)c(NC(=O)CN2C(=O)c3cccnc3Oc3ccc(C)cc32)c1
2 | O=C(Cc1cccs1)Nc1nnc(C2CCCCC2)s1
-5 | Cc1cccc(N2CCN(C(=O)c3cc4c(=O)n(C)c5ccccc5c4s3)CC2C)c1 (stereo not drawn)
5 | CC(Oc1ccc(Cl)cc1Cl)C(=O)N1CCC2(CC1)OCCO2 (stereo not drawn)
1 | CS(=O)(=O)c1ccc2nc(NC(=O)c3ccc(Cn4cc(Br)cn4)o3)sc2c1
1 | CCc1ccc(NC(=O)CSc2nnnn2C)cc1
-2 | CC(C)OCCCNC(=O)c1cc2c(-c3ccc(Cl)cc3)nn(C)c2s1
3 | COc1cc(CNC(C)(C)CO)cc(Cl)c1OCC(N)=O
5 | c1ccc(Cn2ncc3c(N4CCOCC4)ncnc32)cc1
-6 | Cc1cc(CN2CCN(c3ccc(F)cc3)CC2)cs1
-7 | N=C(N)Cc1ccccc1Sc1ccccc1
4 | CCOC(=O)C1CCN(C(=O)c2ccc(C#CC3(O)CCCCC3)cc2)CC1
2 | Cc1nonc1C(=O)N1CCC(C2CCN(CCc3ccccc3)C2)CC1 (stereo not drawn)
-5 | CCn1nccc1C(=O)N=C1CCCC1C#N (stereo not drawn)
-4 | CCn1ccc2cc(S(=O)(=O)N3CCCN(C(=O)NCC(=O)OC)CC3)ccc21
9 | O=C(CSc1nc2sc3c(c2c(=O)n1-c1ccccc1)CCC3)NCc1ccccc1
2 | O=C(NCCSc1c[nH]c2ccccc12)c1ccccc1Cl
-4 | CCCC1CCc2c(sc(NC(=O)C(F)(F)F)c2C(N)=O)C1 (stereo not drawn)
3 | Cc1ccc(C(=O)NNC(=O)CSc2nnc(-c3ccc(Cl)cc3)n2-c2ccccc2)cc1
-4 | CCOc1cccc(NC(=O)COc2ccccc2)c1
-6 | Cc1ccc(N(C)S(=O)(=O)c2ccc3[nH]c(=O)ccc3c2)cc1

Quoted at random: 7 entries already listed.
RBX1-CUL1 inh | smiles
3 | Cc1ccc(C(=O)NNC(=O)CSc2nnc(-c3ccc(Cl)cc3)n2-c2ccccc2)cc1
-6 | Cc1ccc(N(C)S(=O)(=O)c2ccc3[nH]c(=O)ccc3c2)cc1
-4 | CCCC1CCc2c(sc(NC(=O)C(F)(F)F)c2C(N)=O)C1 (stereo not drawn)
-5 | CCn1nccc1C(=O)N=C1CCCC1C#N (stereo not drawn)
9 | O=C(CSc1nc2sc3c(c2c(=O)n1-c1ccccc1)CCC3)NCc1ccccc1
2 | O=C(NCCSc1c[nH]c2ccccc12)c1ccccc1Cl
-4 | CCOc1cccc(NC(=O)COc2ccccc2)c1

Next records follow:
RBX1-CUL1 inh | smiles
10 | Cc1cccc(N2C(=O)C(C=Nc3sc4c(c3C#N)CCCC4)C(=O)NC2=S)c1 (stereo not drawn)
4 | CCC(C)C(=O)Nc1ccc(I)cc1 (stereo not drawn)
-4 | Cc1ccc(C(=O)C(OC(=O)c2ccccc2NC(=O)c2ccccc2)c2ccccc2)cc1 (stereo not drawn)
-6 | COc1ccc(C2=NC(C)(C)N(CC(=O)Nc3cc(OC)cc(OC)c3)C2=O)cc1
13 | COc1cc(S(=O)(=O)NC(C)(C)C)c(OC)cc1C
0 | Cc1c(C(=O)N2CCN(Cc3ccco3)CC2)oc2ccccc12
-5 | CC(=O)Nc1ccc(CN2CCC(C3CCN(CC(C)C)CC3)C2)cc1 (stereo not drawn)
-5 | COc1ccc(NC(=O)Cn2cnc3ccc(S(=O)(=O)N4CCC(C)CC4)cc3c2=O)c(OC)c1
3 | CCC(C)c1ccc(S(=O)(=O)N2CCN(C(=O)c3ccncc3)CC2)cc1 (stereo not drawn)
7 | Cc1cccc2c(N=C(N)c3ccccn3)nc(-c3ccccc3)cc12
4 | O=C(O)C1(c2ccc3c(c2)OCCO3)CCCC1
1 | COc1ccc(C(=O)N2CCN(c3ccc(C4=NNC(=O)CC4)cc3)CC2)cc1
-5 | CCCN1Cc2cccc(C(=O)Nc3ccc(OC)cc3OC)c2C1=O
10 | CCOC(=O)N1CCN(S(=O)(=O)c2ccc3ccccc3c2)CC1
6 | CN1C(C(=O)c2ccccc2)=C(OC(=O)c2ccc(Br)cc2)c2ccccc2S1(=O)=O
3 | N#CC1C(=N)Oc2n[nH]c(-c3ccc4c(c3)OCO4)c2C1c1ccco1 (stereo not drawn)
-7 | CCOC(=O)Cn1c(=O)n(CC2CCCO2)c2nc(-c3cccc(C)c3)nc(C(N)=O)c21 (stereo not drawn)
-9 | O=C(/C=C/c1cccs1)Nc1cccc(NC(=O)/C=C/c2cccs2)c1
-3 | CCOc1ccc(NS(=O)(=O)c2ccc3c(c2)C(=O)C(C(=O)N2CCCCCC2)C=N3)cc1 (stereo not drawn)
-4 | Cc1cc(C(=O)NCc2ccccc2)c2c(C)nn(-c3cccc(F)c3)c2n1
8 | COc1cc(CC2(CCC(=O)N(C)Cc3cnn(-c4ccccc4C)c3)CCC(=O)N2)ccc1F (stereo not drawn)
1 | FC(F)(F)c1nc2ccccc2n1CCOc1ccc(Cl)cc1
-3 | CN1C(=O)C2C(=NC(=O)CC2c2ccccc2C(F)(F)F)N(C)C1=O (stereo not drawn)
8 | Cc1cccc(NC(=O)c2ccccc2OC(C)C)c1
-4 | Cc1c(Br)c(C(=O)n2cccn2)nn1C
7 | Cc1ccc(NC(=O)COc2cccc(C(F)(F)F)c2)cc1
-2 | O=S(=O)(Nc1cc(F)ccc1F)c1ccc2[nH]c3c(c2c1)CCCC3
3 | CC(NC(=O)COc1ccc(/C=c2/sc3n(c2=O)CCCN=3)cc1)c1ccccc1 (stereo not drawn)
-1 | CC(C)C(C(=O)OC1C(=O)N(C)C(=O)N1c1cccc(Cl)c1)c1ccc(Cl)cc1 (stereo not drawn)
-11 | CCOc1ccccc1NC(=O)C(=O)c1cc(C)n(-c2cccc(C)c2C)c1C
-13 | CCN(CC)S(=O)(=O)c1ccc(C(=O)NCCSc2c(-c3ccc(F)cc3)[nH]c3ccccc23)cc1
4 | COc1ccccc1NC(=O)COc1c(Br)cc(Br)cc1Br
-1 | O=C(Oc1ccc(C(=S)N2CCCCC2)cc1)c1ccc(Cl)cc1Cl
12 | CN(CCCN1CCOCC1)C(=O)c1cc(COc2c(F)cccc2F)on1
4 | Cc1ccc2c(c1)-c1onc(C(=O)N3CCN(c4cc(Cl)ccc4C)CC3)c1CO2
-9 | O=C(C1CCCO1)N1CCc2ccc(NC(=O)C3(c4ccccc4)CC3)cc2C1 (stereo not drawn)
12 | COc1ccc(NC(=O)c2sc(Cl)nc2C)cc1
7 | COc1ccc(C(=O)N2C[C@H](O)[C@@H](N3CCN(C/C=C/c4ccccc4)CC3)C2)cc1
4 | Cn1c(=O)n(C)c2cc(CNCc3ccccc3)ccc21
-13 | CCCCCCCSc1nnc2n(-c3ccc(OC)cc3)c(=O)c3c4c(sc3n12)CCCC4
12 | CCC(C(=O)c1ccc2ncccc2c1)c1ccccc1 (stereo not drawn)
7 | O=C(c1ccc(Cl)cc1)C(C1=NCCN1)n1cncn1 (stereo not drawn)
3 | COC(=O)CCC(=O)Nc1ccccc1C(N)=O
-5 | COc1ccc(Cl)cc1-n1nnc(-c2nc(-c3ccc4c(c3)OCO4)no2)c1C
1 | CCN(Cc1ncc[nH]1)CC1CCCN(CCc2cccc(OC)c2)C1 (stereo not drawn)
-2 | COc1ccccc1-c1nn2c(-c3ccncc3)nnc2s1
14 | Cc1cnc(N2CC(n3cccn3)C2)nc1-c1cnn(C)c1
-5 | COc1ccc(-c2oc3ncn4nc(CSc5nc6ccccc6o5)nc4c3c2-c2ccc(OC)cc2)cc1
5 | Cc1ccc(C)c(NC(=O)c2cnn(-c3ccccc3)c2C)c1
2 | CCOC(=O)C1(C/C=C/c2ccccc2)CCCN(C(=O)Cn2cnnn2)C1 (stereo not drawn)
-6 | CCn1cc(CNCc2ccccc2OCC(O)CN2CCCCC2)cn1 (stereo not drawn)
5 | CSc1ccc(/C=C/c2nc3ccccc3n2S(=O)(=O)c2cccc(Cl)c2)cc1
0 | Cc1ccc(C(=O)NNC(=O)CCC(=O)Nc2ccc(Cl)cc2Cl)cc1Br
-5 | CCN(Cc1ccccc1)C(=O)Cn1c(=O)n(Cc2ccccc2)c(=O)c2c1c1cc(OC)ccc1n2C
-2 | CCOC(=O)C(CC)Oc1ccc2c(C(F)(F)F)cc(=O)oc2c1 (stereo not drawn)
-4 | CCN(CC)CCOC(=O)c1ccc(Nc2c3c(nc4ccccc24)CCC3)cc1

(listing goes on)
RBX1-CUL1 inh | smiles
-4 | CCOC(=O)C1=C(c2ccccc2)N=c2s/c(=C\c3cc(Br)c(OCC#N)c(OC)c3)c(=O)n2C1c1ccc(F)cc1 (stereo not drawn)
-6 | O=C(NCc1cccc(Cl)c1)c1ccc2c(c1)nc1n2CCOC1
6 | CCC(Sc1nc2nccnc2c(=O)n1Cc1ccccc1Cl)C(=O)NC1CCCCC1 (stereo not drawn)
1 | CNC(=O)c1cnc2sc(N3CCCCCC3)nn2c1=O
8 | CSc1ccc(/C=N/NC(=O)CN(c2cccc(C)c2C)S(C)(=O)=O)cc1
17 | Cc1ccc2c(c1)CN(CCNC(=O)CCCc1cccs1)CC(C)O2 (stereo not drawn)
8 | NS(=O)(=O)c1ccc(NC(=O)CN2C(=O)COc3ccc(Cl)cc32)cc1
-13 | COc1cccc(CC2(CCC(=O)N3CCCC(COc4cccc(C)c4)C3)CCC(=O)N2)c1 (stereo not drawn)

Reformatted as tab-separated lines: entries from further up
smiles	RBX1-CUL1 inh
CCOC(=O)C1=C(c2ccccc2)N=c2s/c(=C\c3cc(Br)c(OCC#N)c(OC)c3)c(=O)n2C1c1ccc(F)cc1 (stereo not drawn)	-4
CSc1ccc(/C=N/NC(=O)CN(c2cccc(C)c2C)S(C)(=O)=O)cc1	8
Cc1ccc2c(c1)CN(CCNC(=O)CCCc1cccs1)CC(C)O2 (stereo not drawn)	17
NS(=O)(=O)c1ccc(NC(=O)CN2C(=O)COc3ccc(Cl)cc32)cc1	8
CNC(=O)c1cnc2sc(N3CCCCCC3)nn2c1=O	1

Continuation.
RBX1-CUL1 inh | smiles
-3 | O=S(=O)(c1ccc2[nH]c3c(c2c1)CCCCC3)N1CCN(c2cccc(Cl)c2)CC1
-8 | O=C(CN1C(=O)C2C3CCC(C3)C2C1=O)Nc1cccc(C(=O)O)c1 (stereo not drawn)
1 | CN(Cc1ccc2nccnc2c1)Cc1c(C(=O)N2CCCCCCC2)nc2sccn12
5 | Cc1nc2nc(CNC(=O)OC(C)(C)C)nn2c(C)c1CCC(=O)NCc1ccccc1Cl
2 | N#Cc1ccc(C2N(Cc3ccccc3)CCN2Cc2ccccc2)cc1
9 | COc1ccc(CNC(=O)c2ccc(NC(=O)N3CCSc4ncccc43)cc2)cc1
6 | Cc1ccc(OCC(=O)Nc2ccc(-c3nc4ccccc4o3)cc2)c(C)c1
14 | O=C(CCCOc1ccccc1)NCc1ccco1
-6 | COc1cccc(CNCc2ccccc2Cl)c1
-8 | Cn1c(CN2CCCCC2)nc2cc(NC(=O)c3ccccc3Cl)ccc21
-2 | CC(=O)Oc1ccc(C)cc1N1C(=O)c2cccnc2C1=O
2 | CCCCc1c(C)nc(Nc2nc(C)c3cc(C)ccc3n2)[nH]c1=O
3 | Nc1nc2nc(-c3ccc(Cl)cc3)cc(C(F)(F)F)n2n1
0 | O=C(CCSc1nc2ccccc2o1)Nc1ccccc1Cl

This is a subset; the hit share may differ from the screen's.
